Source: PubChem
NF-kB neuron act: activators of NF-kB expression in neurons, primary screen, cell-based, HTS; 190,000 compounds, 1.6% hits; fold change at 12.5 µM; AID 1239, 2008; human neuronal cells, NF-kB reporter expression; active compounds read high; in the data active = fold change above about 3.3
Redox H2O2 prof: compounds producing H2O2 with reducing agent – biochemical, NIH compound library profiling, artefact control for MLSCN library redox annotation, primary screen; activation, % at 10 µM; AID 878, 2007; DTT-dependent redox cycling H2O2, phenol red/HRP absorbance; 100% = 100 µM peroxide control, 0% = buffer; 200,000 compounds, 0.03% hits;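 active = activation of at least 50% relative to the plate's high and low controls in the primary single-dose screen; inactive = activation below 50%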;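 also: compound incubated with DTT at 0.8 mM final as the reducing agent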
HMGR II inh: inhibitors of E. faecalis class II HMGR, primary screen, biochemical, Enterococcus faecalis; HMG-CoA reductase (Enterococcus faecalis, mvaE); purified E. faecalis HMGR, NADPH absorbance 340 nm kinetic; inhibition, % at 10 µM; 190,000 compounds, 0.41% hits;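 active = inhibition above a set limit, the median over all tested compounds plus 3 SD, cut at about 9.5% in these data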;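 also: enzyme runs in reverse so mevalonate oxidation gives rising NADPH absorbance; 0% = complete reaction with DMSO and 100% = background rate lacking mevalonate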
TLR4 MyD88 comp: inhibitors of TLR4-MyD88 association in cells, primary screen, cell-based, HeLa CL3-4, BLA complementation, FRET ratio | HeLa CL3-4 TLR4/MyD88 BLA complementation | inhibition, % at 8.4 µM | 200,000 compounds, 0.18% hits | AID 861, 2007; in the data active = inhibition above about 25%;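 also: 0% = vehicle and 100% = reference inhibitor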
Target sequence (O00206 whole entry, looked up): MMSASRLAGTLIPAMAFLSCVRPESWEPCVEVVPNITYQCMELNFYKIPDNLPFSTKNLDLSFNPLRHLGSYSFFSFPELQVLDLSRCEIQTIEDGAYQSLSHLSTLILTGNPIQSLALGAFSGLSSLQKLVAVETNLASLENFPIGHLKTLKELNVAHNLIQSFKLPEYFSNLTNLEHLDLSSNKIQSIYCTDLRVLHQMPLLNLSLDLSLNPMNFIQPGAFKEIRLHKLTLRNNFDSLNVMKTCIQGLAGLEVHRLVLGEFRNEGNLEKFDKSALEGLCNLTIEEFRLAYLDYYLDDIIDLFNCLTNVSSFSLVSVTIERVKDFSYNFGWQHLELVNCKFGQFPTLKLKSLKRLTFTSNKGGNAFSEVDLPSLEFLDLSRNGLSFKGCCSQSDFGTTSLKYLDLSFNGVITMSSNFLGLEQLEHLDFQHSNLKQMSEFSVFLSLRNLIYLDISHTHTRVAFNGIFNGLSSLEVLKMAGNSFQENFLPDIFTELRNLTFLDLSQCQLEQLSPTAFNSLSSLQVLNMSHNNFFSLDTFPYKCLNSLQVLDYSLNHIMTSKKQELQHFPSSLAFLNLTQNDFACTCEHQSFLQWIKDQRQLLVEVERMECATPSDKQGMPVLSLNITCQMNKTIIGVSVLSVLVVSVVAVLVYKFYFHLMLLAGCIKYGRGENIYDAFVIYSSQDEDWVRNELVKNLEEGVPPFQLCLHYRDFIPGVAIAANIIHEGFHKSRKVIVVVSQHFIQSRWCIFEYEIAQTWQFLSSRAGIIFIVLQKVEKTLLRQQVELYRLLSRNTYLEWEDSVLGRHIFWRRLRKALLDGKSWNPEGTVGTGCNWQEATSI
Target sequence (Q99836 whole entry, looked up): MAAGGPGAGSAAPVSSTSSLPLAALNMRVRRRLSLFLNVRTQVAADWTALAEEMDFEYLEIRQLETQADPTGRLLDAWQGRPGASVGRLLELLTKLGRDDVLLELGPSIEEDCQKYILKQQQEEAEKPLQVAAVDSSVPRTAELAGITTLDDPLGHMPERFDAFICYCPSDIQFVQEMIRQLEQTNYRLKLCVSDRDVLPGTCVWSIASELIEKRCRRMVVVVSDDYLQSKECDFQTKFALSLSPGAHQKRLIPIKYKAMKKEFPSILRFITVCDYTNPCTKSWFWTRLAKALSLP
STAT3 act: IL-6 driven STAT3 reporter potentiators, primary screen, U3A cells, luciferase, luminescence, MLSCN library; 190,000 compounds, 0.91% hits; AID 871, 2007; IL-6 STAT3-luciferase reporter; 100% = signal with IL-6 EC80 alone; activation (% of control), % at 5.6 µM;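 active = activation above the screen-wide mean of compound activation plus 3 SD, cut at about 130% in these data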;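 also: 0% = background luminescence of wells with medium and substrate only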
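Material: STAT3-luciferase reporter U3A cells. Controls: IL-6-treated wells, 100% activation. Read-out: % activation versus median of IL-6-stimulated wells. Probe or stimulus: IL-6 stimulus at 33 ng/mL final. Timing: compound 1 h, then IL-6 6 h at 37 °C. Signal: reporter luminescence signal.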
STAT1 inh: STAT1 signaling inhibitors, primary screen, cell-based, HTS, luciferase reporter | NIH 3T3 STAT1-luciferase reporter, IFN-gamma, luminescence | inhibition, % at 5.5 µM | 200,000 compounds, 0.35% hits;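 active = inhibition above a set limit, the mean inhibition across all tested compounds plus 3 SD, cut at about 34% in these data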;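 also: 0% = IFN-gamma with DMSO and 100% = IFN-gamma with 300 µM nifuroxazide; values of inactives mirror those of a sister screen read the other way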
STAT3 inh: IL-6 driven STAT3 reporter inhibitors, primary screen, U3A cells, luciferase, luminescence, MLSCN library; AID 862, 2007; 190,000 compounds, 0.89% hits; inhibition, % at 5.5 µM; IL-6 STAT3-luciferase reporter; host cell line lacks STAT1;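 active = inhibition above the mean inhibition across all screened compounds plus 3 SD, cut at about 44% in these data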;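 also: 0% = DMSO only wells and 100% = 100 µM nifuroxazide control wells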
APP 5'UTR act: activators of APP 5'UTR luciferase reporter, primary screen, SH-SY5Y cells | SH-SY5Y APP 5'UTR luciferase reporter, luminescence; zero percent = DMSO vehicle wells | activation, % at 2 µM | 190,000 compounds, 1% hits | AID 1276, 2008;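 active = activation above a set limit, based on mean plus 3 SD of controls, cut at about 140% in these data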; also: values of inactives mirror those of a sister screen read the other way
Hsp70 activator: Hsp70 transcriptional activators, primary screen, cell-based, HeLa, Hsp70 promoter luciferase, luminescence, 10 µM; 200,000 compounds, 0.04% hits; activation, % at 10 µM; HeLa Hsp70 promoter luciferase reporter; scaled: vehicle 0, proteasome-inhibitor control 100%;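 active = activation above the mean across all tested compounds plus 3 SD, cutoff set per campaign, cut at about 5.5% in these data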;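 also: 100% = MG132 at 30 µM as the positive control and 0% = DMSO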
STAT1 act: STAT1 signaling activators, primary screen, cell-based, HTS, luciferase reporter; 200,000 compounds, 2.6% hits; NIH 3T3 STAT1-luciferase reporter, IFN-gamma, luminescence; 100% = IFN-gamma alone, no compound; activation (% of control), % at 5.5 µM;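 active = activation above the screen-wide mean activation plus 3 SD, cut at about 130% in these data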;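 also: raw ratio to IFN-gamma control signal so 100% means no change and 0% no light; values of inactives mirror those of a sister screen read the other way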
An asterisk follows results filed as active; · = not tested or not shown.

SMILES	NF-kB neuron act	Redox H2O2 prof	HMGR II inh	TLR4 MyD88 comp	STAT3 act	STAT1 inh	STAT3 inh	APP 5'UTR act	Hsp70 activator	STAT1 act
CC(=O)Nc1ccc(C(=O)OCC(=O)NC2CCCCCCC2)cc1	1.4	0.0	-2	14	108	-18	-8	-15	0.1	116
COc1ccc(C2Nc3ccccc3C(=O)N2O)cc1OC (configuration not stated)	1.4	1.4	0	-12	97	-4	9	1	0.0	103
NC(=O)c1nn(-c2ccc(Oc3ccccc3)cc2)c(=O)cc1O	0.99	-1.3	-5	-4	111	0	-12	-7	-0.1	100
CCSc1nc2c(c(=O)[nH]1)C(c1cccs1)C(C(=O)OC)=C(C)N2 (configuration not stated)	0.96	0.4	-2	-10	99	-2	1	6	-0.1	102
CN1CCN(CC(C)(C)NS(=O)(=O)c2ccc(Cl)cc2)CC1	1.1	1.0	-3	-2	106	0	-4	1	-0.1	100
COc1ccccc1C(=O)Nc1ccc(Oc2ncnc3sc(-c4ccccc4)cc23)cc1	1	0.6	2	-3	96	0	5	-18	0.1	100
COc1cc(C2NC(=O)NC(C)=C2C(=O)OC2CCCCC2)cc(Br)c1O (configuration not stated)	·	-1.6	·	7	105	5	2	7	-0.3	96
CCN1CCCC1CNC(=O)C1c2cc(OC)c(OC)cc2C(=O)N(C)C1c1cccnc1 (configuration not stated)	1	-0.4	-2	-5	100	-11	3	1	-0.2	110
CCCSc1nc(O)c(C2OC(=O)c3c2ccc(OC)c3OC)c(=O)n1C (configuration not stated)	1	1.8	-4	6	99	3	4	0	-0.2	97
CN(C)NC(=O)C12CCC(C)(C(=O)O1)C2(C)C (configuration not stated)	1.1	-1.0	2	-3	101	-1	3	35	0.0	100
CC(C)CNC(=O)NC(=O)COc1ncnc2sccc12	1.2	-4.3	-3	1	109	3	-8	3	-0.1	97
CCOC(=O)N(C)c1ccc(C(O)(C(F)(F)F)C(F)(F)F)cc1	1.1	-3.5	-2	-3	92	3	8	-2	0.0	97

One compound at a time, from the list above.
CCN1CCCC1CNC(=O)C1c2cc(OC)c(OC)cc2C(=O)N(C)C1c1cccnc1 (configuration not stated) in the list: NF-kB neuron act: 1; Redox H2O2 prof: -0.4; HMGR II inh: -2; TLR4 MyD88 comp: -5; STAT3 act: 100; STAT1 inh: -11; STAT3 inh: 3; APP 5'UTR act: 1; Hsp70 activator: -0.2; STAT1 act: 110
COc1cc(C2NC(=O)NC(C)=C2C(=O)OC2CCCCC2)cc(Br)c1O (configuration not stated) in the list: NF-kB neuron act: ·; Redox H2O2 prof: -1.6; HMGR II inh: ·; TLR4 MyD88 comp: 7; STAT3 act: 105; STAT1 inh: 5; STAT3 inh: 2; APP 5'UTR act: 7; Hsp70 activator: -0.3; STAT1 act: 96

(cont.)
SMILES	NF-kB neuron act	Redox H2O2 prof	HMGR II inh	TLR4 MyD88 comp	STAT3 act	STAT1 inh	STAT3 inh	APP 5'UTR act	Hsp70 activator	STAT1 act
C/C(N)=C(/C#N)C(=O)COC(=O)CCSc1ccccc1	0.91	1.6	4	-9	104	1	-5	1	-0.3	99
Cc1ccc(N=c2c([N+](=O)[O-])nn(-c3ccc(Cl)cc3)n2O)cc1C	1.1	-2.0	-3	1	104	-11	-5	25	-0.3	110
Nc1cccc(Nc2nc(OC(C(F)(F)F)C(F)(F)F)nc(OC(C(F)(F)F)C(F)(F)F)n2)c1	0.6	2.6	8	-6	104	-10	0	3	-0.1	109
CN(CC(=O)Nc1nc2ccccc2s1)S(=O)(=O)c1ccc(Br)cc1	1.2	0.8	-2	1	134*	-10	-40	·	-0.4	107
CCOC(=O)N=S(N)(=O)c1ccc(Cl)cc1 (configuration not stated)	1	0.6	-1	-1	102	2	3	11	-0.2	99
CCCCCn1c(CCC(=O)Oc2ccccc2OC)nc2c1c(=O)[nH]c(=O)n2CCCC	1.1	0.7	1	10	107	8	-5	1	-0.3	93
CCCn1nnnc1NCc1ccc(N2CCCC2)cc1	1	2.2	-7	-5	97	-3	7	3	-0.2	103
Cc1ccc(C(=O)NCCN(C)C)cc1C	1.3	0.0	-6	-3	93	-4	14	0	-0.2	104
CCN(CC)S(=O)(=O)c1ccc(OC)c(NC(=O)c2cccs2)c1	1.1	0.0	-3	1	104	-1	1	20	-0.2	100
Cc1cccc(Nc2c(-c3ccc(N4CCOCC4)cc3)nc3ncccn23)c1	1.3	-0.4	-5	7	96	-2	4	10	-0.1	102
CCOC(=O)C1CCN(c2c(C(=O)c3ccccc3)cnc3ccc(Cl)cc23)CC1	0.74	-2.0	1	-1	108	14	-7	-15	0.1	86
COc1ccc(S(=O)(=O)N(C(=O)c2ccncc2)c2ccc3oc4c(c3c2)CCCC4)cc1	1.1	0.5	-4	-1	106	6	-5	0	-0.1	95
COc1ccc(/C=N/NC(=O)c2cc(C(C)(C)C)[nH]n2)cc1COc1ccc(F)cc1F	·	-1.1	3	-8	77	8	30	3	0.1	91
COc1cc(C(=O)NCC(c2cccnc2)N2CCN(C)CC2)cc(OC)c1OC (configuration not stated)	1	-5.8	-3	9	100	14	3	7	-0.3	87
COc1ccc(Cl)cc1C(=O)Nc1ccc(NC(C)=O)cc1	1.2	0.2	2	-1	88	-1	20	16	-0.2	99
CS(=O)(=O)c1cnc2c(-c3ccsc3)cnn2c1N	2.6	-0.5	-1	-3	92	-65	13	109	-0.1	157*
COc1ccc(N2C(=O)C3CCCN3C2c2ccccc2OC)cc1 (configuration not stated)	1.2	-1.1	-2	-7	97	7	12	-6	0.2	93
O=C(CN1CCN(Cc2ccc(Cl)cc2)CC1)N/N=C/C=C/c1ccccc1[N+](=O)[O-]	0.72	-0.6	-5	1	101	0	-4	-10	-0.1	102
O=C(Cc1ccccc1)N1CCN(C(=O)c2cccs2)CC1	1.2	4.1	0	5	104	-2	4	1	0.8	102
O=C(OCC(=O)N1CCc2ccccc21)c1ccccn1	1.1	0.7	-6	0	103	-3	-2	3	-0.5	103
COc1ccccc1NC(=O)NCCN1C(=O)C2C3C=CC(C3)C2C1=O (configuration not stated)	1.2	-1.2	3	-1	104	3	5	-2	0.1	97
Cc1c(/C=N/NC(=O)C(NC(=O)c2ccc3c(c2)OCO3)C(C)C)c2ccccc2n1C (configuration not stated)	0.74	0.1	2	0	96	3	8	9	-0.3	97
COc1ccc(S(=O)(=O)N(CC(=O)O)c2ccc(C)cc2)cc1	1.4	1.3	-1	-13	98	10	12	-13	-0.5	91
O=C1NC(=O)/C(=C\c2cn(Cc3ccccc3F)c3ccccc23)N1	0.7	-1.3	-1	-9	111	-6	-11	12	-0.3	105
CSc1ccc(S(=O)(=O)Nc2ccc(S(=O)(=O)Nc3ccc(C)cc3)cc2)cc1	1.1	-0.1	-3	1	106	0	-6	2	-0.4	98
Cc1cc(=O)[nH]c(N=N/C(=N/Nc2ccc(O)cc2)c2ccccc2)n1	1.8	0.0	-4	-1	98	-14	7	91	0.3	113
Cn1c(-c2ccc3c(c2)OCO3)cc(=O)c2ccccc21	1.1	-1.2	-4	-14	102	8	-1	-19	-0.4	92
O=C(CCC1CCCC1)Nc1ccc(OCC(=O)N2CCOCC2)cc1	1.3	-1.6	-2	1	97	-5	6	36	-0.6	104
COc1ccc(/C=N/NC(=O)c2cccc([N+](=O)[O-])c2)cc1OS(=O)(=O)c1ccccc1	0.71	0.1	-3	0	95	4	12	-10	-0.1	96
C=CCn1c(SCc2ccccc2)nc2scc(-c3ccc(C)o3)c2c1=O	1.2	2.5	-1	1	97	6	8	-2	0.1	95
C[C@@H]1CN(Cc2nc(-c3cnccn3)no2)C[C@H](C)O1	1.1	-0.3	9	-8	97	-7	8	0	-0.3	105
COc1ccc(C2N=C(N)N=C(N)N2c2ccccc2)cc1OC (configuration not stated)	1.3	2.8	0	8	106	-1	-1	-2	0.1	101
C=CCn1c2ccccc2c2nnc(SCN3C(=O)c4ccccc4C3=O)nc21	0.8	-4.1	4	0	107	-1	-4	-5	0.2	100
Cc1nn(C)cc1/C=N/NC(=O)c1sc2ccccc2c1Cl	1.1	-0.1	-2	10	85	0	25	-56	-0.1	100
Cc1ccnc(NC(=O)CCC2CCCCC2)c1	3	-3.5	-5	-8	93	-24	12	77	-0.1	122
CC(C)CCNC(=S)Nc1ccc([N+](=O)[O-])cc1	0.62	-0.4	-3	15	95	8	10	-3	-0.4	92
Cc1nn(C)c(C)c1C1Nc2ccccc2C(=O)N1O (configuration not stated)	1.2	-3.1	-3	5	98	2	5	18	-0.6	98
Cn1c(CCNC(=O)c2ccco2)nc2cc(NS(=O)(=O)c3ccccc3)ccc21	0.97	0.1	-4	-2	95	-3	10	-3	-0.1	102
COc1ccccc1C1SCCN1S(C)(=O)=O (configuration not stated)	1	1.5	3	-12	104	-1	-2	6	0.1	101
CC(C)COP(=O)(c1ccc(N(C)C)cc1)C(O)c1ccccn1 (configuration not stated)	1.2	3.8	-10	-9	101	-1	4	·	-0.2	101
CC(C)n1c(CCCO)nc2ccccc21	·	0.1	-3	-13	96	-2	11	-5	0.0	101
CC(=O)N1CCC2(CC1)NC(=O)N(c1ccccc1)N2	1.1	-1.1	-2	3	102	7	1	12	-0.4	93
COc1ccc(/C=C2/N=C3CCCCCN3C2=O)cc1	1.8	-0.2	3	-1	96	2	7	48	-0.6	97
Cc1nn(-c2ccccc2)c(Cl)c1C(=O)OC(C)C(=O)Nc1ccc2c(c1)OCO2 (configuration not stated)	0.84	1.6	-1	7	98	1	7	8	-0.3	99
Cc1cccc(/C(N)=N/OC(=O)c2ccccc2Cl)c1	0.95	0.3	0	5	117	-46	-16	206*	0.2	138*
CC1(C)Cc2c(ccc3ccccc23)/C(=C/C(=O)N2CCCCC2)N1	0.44	0.7	-8	-20	94	20	11	2	-0.2	82
COc1cc(C2NCCC(=O)C2(C)C)cc(OC)c1OC (configuration not stated)	1.2	-0.3	-2	-2	96	6	8	-11	-0.4	95
CCC1CCCCN1S(=O)(=O)c1ccc2c(c1)CCN2C(=O)C1CCC1 (configuration not stated)	0.78	-0.3	3	3	105	1	-3	12	-0.2	99
O=C(CSc1nnnn1-c1ccc2c(c1)CCC2)Nc1ccc2c(c1)OCCO2	1.5	-0.2	·	4	99	0	4	2	-0.5	100
O=C(CSc1oc(-c2ccco2)nc1S(=O)(=O)c1ccccc1)NCC1CCCO1 (configuration not stated)	1.2	2.7	-9	4	104	3	-3	15	-0.6	97
CC(C)CNC(=O)c1ccccc1Oc1ccccc1	1.2	0.2	-3	0	109	-2	-14	-9	-0.1	102
O=C(CCSc1nnc(-c2ccco2)o1)Nc1ccc(Cl)cc1	1.5	-0.9	-5	4	99	3	5	-6	-0.1	95
COc1ccc(C2(CNC(=O)C(=O)Nc3ccc(C)cc3)CCOCC2)cc1	0.89	-0.6	2	5	104	-18	0	-8	-0.4	115
